12-LOX inh = ALOX12 (human) lipoxygenase inhibition | P18054 | purified 12hLO, xylenol orange hydroperoxide absorbance | Potency, µM (top dose mostly 108 µM), for inactives: at the highest dose activity change, negative = inhibition, actives largely listed as inhibitors | actives 1.1% (n = 580,000); further: potency means the concentration at half of the fitted maximal effect; on the % scale 0 is the no-effect control and ±100 the full control effect
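Hydroperoxide product was detected by ferrous iron/xylenol orange as the 573 to 405 nm absorbance ratio. Arachidonic acid at 40 uM (final) was turned over for 30 min at room temperature by 150 nM human 12hLO, pH 7.0 Hepes buffer, after 15 min compound preincubation.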
LDHA inh = LDHA (human) enzyme inhibition. P00338. purified LDHA, NADH/diaphorase-resazurin fluorescence; active compounds read low. activity change, % (values are at about 110 or 230 µM). actives 0.15% (n = 480,000). AID 1347041; in the data active means activity change below about -30%; inconclusive means mostly about -25% to -30%;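 further: plate controls were DMSO wells for no effect and wells without enzyme for full effect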
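Remaining NADH was detected by diaphorase (0.133 mg/mL) converting 37 µM resazurin to fluorescent resorufin, read at 0 and 20 minutes. The preceding 5-minute room-temperature reaction used 2 nM LDHA, 0.2 mM sodium pyruvate and 0.06 mM NADH at pH 7.4.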
RGS4 inhibitor = inhibitors of human regulator of G protein signaling 4. P49798. actives 0.039% (n = 390,000). Transcreener GDP fluorescence polarization, RGS4-accelerated GTP hydrolysis. AID 504845. Potency, µM (highest dose often 114 µM), for the others: at the top dose activity change, negative = inhibition, hits mostly inhibitors; further: potency means the concentration at half of the fitted maximal effect; on the % scale 0 is the no-effect control and ±100 the full control effect; nearly all actives have a fitted effect of over 75% in size; some results filed as inactive show a strong effect at the top dose
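MLSMR compounds (23 nl, pin-transferred) preincubated 10 min at room temperature with a 500nM (2x) first reagent, then RGS4 at 900nM (2x) plus Transcreener GDP mix added; fluorescence polarization (620/688 nm) read before and after 90 min at 30 °C.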
Pol eta inh = inhibitors of human DNA polymerase eta. Q9Y253. recombinant Pol eta, fluorescent DNA replication assay. Potency, µM (highest dose often 114 µM), inactives show at the top dose activity change, negative = inhibition, actives largely listed as inhibitors. actives 1.2% (n = 390,000). AID 588591; further: potency means the concentration at half of the fitted maximal effect; on the % scale 0 is the no-effect control and ±100 the full control effect
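Fluorescent replication assay: 50 nM final substrate added after a 15 min room-temperature compound preincubation with 10 nM enzyme. Signal taken at 0 min and again at 10 min.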
ERG Ets-DNA blk = ERG Ets/DNA interaction inhibition; P11308; actives 0.028% (n = 370,000); fluorescence polarization, His-ERG Ets domain / labelled DNA; Potency, µM (top dose mostly 76.9 µM), without a hit: at the top dose FP activity, negative = inhibition, most hits filed as inhibitors; active means well fitted inhibition curve with a large enough effect in the polarisation, with a control signal flat; inconclusive means small, poorly fitted or top-dose-only effect, or effect the other way, or a change in a side signal; inactive means no such curve, though single readings can be large or run the other way; the % refers to the polarisation;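 further: polarization taken with two DNA probes labelled with fluorescein and Texas red; potency means the concentration at half of the fitted maximal effect; % of control where 0% means no effect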
Target sequence (P11308 whole entry, looked up, the tested form may be a part): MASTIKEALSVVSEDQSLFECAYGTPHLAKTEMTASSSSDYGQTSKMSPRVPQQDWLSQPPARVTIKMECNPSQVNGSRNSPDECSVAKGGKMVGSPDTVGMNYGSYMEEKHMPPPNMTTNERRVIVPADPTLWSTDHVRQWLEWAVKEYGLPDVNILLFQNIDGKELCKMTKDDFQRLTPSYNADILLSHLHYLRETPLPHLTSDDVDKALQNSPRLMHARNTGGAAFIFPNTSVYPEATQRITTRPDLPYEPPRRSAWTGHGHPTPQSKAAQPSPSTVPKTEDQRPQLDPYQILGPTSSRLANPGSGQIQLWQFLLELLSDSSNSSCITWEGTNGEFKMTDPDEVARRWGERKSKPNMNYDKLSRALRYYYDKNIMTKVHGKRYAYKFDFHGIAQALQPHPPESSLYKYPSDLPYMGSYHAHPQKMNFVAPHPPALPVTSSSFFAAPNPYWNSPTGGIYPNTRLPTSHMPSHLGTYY
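His-tagged ERG Ets domain (1 uM in the protein solution; 300mM KCl, 50mM Tris-HCl, 1mM EDTA, 1mM DTT, pH 7.5) received compound, then a probe mix of 5 nM fluorescein-DNA and 100nM Texas-615-DNA. Fluorescence polarization was read for both dyes.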
POLK inh = inhibitors of human DNA polymerase kappa. Potency, µM (series often up to 107 µM), without a hit: at the highest dose activity, negative = inhibition, actives largely listed as inhibitors. AID 588579. actives 0.53% (n = 400,000). purified Pol kappa, fluorescent DNA synthesis assay, 10 min; further: potency means the concentration at half of the fitted maximal effect; on the % scale 0 is the no-effect control and ±100 the full control effect
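Fluorescent qHTS in 1536-well format: enzyme (10 nM) and compound sat 15 min at room temperature before 50 nM substrate (final) was added. Signal taken at 0 and 10 min; no-enzyme buffer wells were negative controls.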
Anesthetic bind = binds horse apoferritin like a general anesthetic; actives 0.074% (n = 350,000); apoferritin/1-aminoanthracene competitive binding, fluorescence; P02791; AID 485281; Potency, µM (series often up to 77.5 µM), inactives show at the top dose activity change, negative = displacement, most hits filed as inhibitors; further: potency means the concentration at half of the fitted maximal effect; on the % scale 0 is the no-effect control and ±100 the full control effect; nearly all actives have a fitted effect of over 20% in size
Target sequence (P02791 2-175 limits assumed): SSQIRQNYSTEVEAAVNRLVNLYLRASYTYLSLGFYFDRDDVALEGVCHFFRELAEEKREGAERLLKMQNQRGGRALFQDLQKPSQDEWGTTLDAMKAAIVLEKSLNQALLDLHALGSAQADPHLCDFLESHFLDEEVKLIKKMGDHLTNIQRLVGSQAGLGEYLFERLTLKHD
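Steps: apoferritin (10 uM) was premixed with half-saturated 1-AMA in PBS, compounds were pin-transferred, plates stood 10 min at room temperature, fluorescence was read at 380/535 nm, and curves were fitted with a Hill equation.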
POLB inh = DNA polymerase beta (human) inhibition; Pol beta primer extension/strand displacement, fluorescence kinetic; AID 485314; P06746; actives 1.3% (n = 340,000); Potency, µM (titrated, usually from 114 µM), for inactives: at the top dose activity change, negative = inhibition, actives largely listed as inhibitors; further: potency means the concentration at half of the fitted maximal effect; on the % scale 0 is the no-effect control and ±100 the full control effect
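10 nM enzyme + cpd, 15 min RT; start with substrate 50 nM final; read 0 min and after 10 min RT. Corrected, normalized data; 4-parameter Hill curve fit.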
APEX1 inh = inhibitors of human APE1 endonuclease | recombinant APE1, TAMRA/BHQ-2 abasic DNA cleavage fluorescence | actives 0.35% (n = 350,000) | Potency, µM (titrated, usually from 65.8 µM), for the others: at the highest dose activity change, negative = inhibition, hits mostly inhibitors | P27695;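 further: potency means the concentration at half of the fitted maximal effect; plate controls were vehicle for no effect and reference inhibitor for full effect; nearly all actives have a fitted effect of over 55% in size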
Target sequence (P27695 whole entry, looked up): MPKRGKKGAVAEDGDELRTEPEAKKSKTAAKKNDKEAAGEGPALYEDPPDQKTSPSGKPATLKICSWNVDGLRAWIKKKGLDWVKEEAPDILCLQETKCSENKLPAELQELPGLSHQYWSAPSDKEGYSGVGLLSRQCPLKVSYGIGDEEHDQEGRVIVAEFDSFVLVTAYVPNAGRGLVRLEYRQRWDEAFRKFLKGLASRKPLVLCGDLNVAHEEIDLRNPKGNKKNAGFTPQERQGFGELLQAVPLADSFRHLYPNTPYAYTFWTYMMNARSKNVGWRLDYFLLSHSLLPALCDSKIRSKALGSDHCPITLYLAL
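Endonuclease cleavage of a quenched abasic-site DNA duplex (50 nM) by APE1 (0.75 nM) was tracked by TAMRA dequenching. Compounds were preincubated with enzyme 15 min at room temperature; data normalized to buffer-only and DMSO wells plus NSC13755 control.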
An asterisk follows results filed as active; i = inactive; ? = inconclusive; / = no result given; & = joins results of further samples; [ ] = dose if it differs, or a comment. Unless noted, the call rests on the fitted dose curve; in most records, active means well fitted curve in the direction sought with a large enough effect; inconclusive means small, poorly fitted or top-dose-only effect, or another doubt; inactive means no such curve, though single readings can be large; an effect the other way counts as inactive or inconclusive. Not all compounds are listed, so the mix of outcomes need not match the whole.

SMILES	12-LOX inh	LDHA inh	RGS4 inhibitor	Pol eta inh	ERG Ets-DNA blk	POLK inh	Anesthetic bind	POLB inh	APEX1 inh
N#CC1CCN(c2ncccc2[N+](=O)[O-])CC1	1%	-6	-13%	-6%	0%	10%	6%	11%	-4%
COc1ccc(S(=O)(=O)NCCS(=O)(=O)N2CCN(c3ccccc3F)CC2)cc1	?	-5	3%	-20%	-1%	-5%[60.1 µM]	51%[activator]	2%	/
O=C(COC(=O)c1ccccn1)Nc1nc(-c2cccc([N+](=O)[O-])c2)cs1	2%	-13	-22%	14%	-3%	-11%	-8%	-17%	4%
O=C1C2C3c4ccccc4C(c4ccccc43)C2C(=O)N1/N=C/c1cccc(O)c1 (centres undefined)	-16%	0	-1%	-8%	2%	-23%	-16%	1%	-8%
COC(=O)c1c(NC(=O)Cn2cc([N+](=O)[O-])cn2)sc2c1CCC2	14%	-7	-9%	-15%	-7%	-12%	-14%	14%	-2%
CCCNc1cc(=S)nc(N)[nH]1	?	-9	-17%	-9%	-3%	-5%	-2%	-15%	-6%
COc1ccc(NC(=O)c2oc3ccccc3c2NC(=O)Cc2ccc(F)cc2)c(OC)c1	-17%	3	-11%	-16%	12%	0%	20%	15%	/
Cc1cccc(CS(=O)(=O)c2ncc(Cl)c(C(=O)NCc3ccc4c(c3)OCO4)n2)c1	0%	-3	-37%	-7%	0%	9%	-4%	-4%	-13%
O=C(NCc1cccnc1)c1nn(-c2ccc(Cl)cc2)nc1CO	-11%	0	2%	2%	1%	-4%	-11%	27%	/
Cc1ncc(CCl)c2c1OC(C)(C)OC2	?	0	14%	6%	-1%	-2%	-7%	7%	-7%
O=C(NNC(=S)Nc1ccccc1Cl)c1ccncc1	-3%	-10	-31%	-11%	0%	-6%	4%	1%	3%
CCN(C(=O)CSc1ccc2ccccc2n1)C1CCCCC1	-11%	1	-26%	-29%	1%	-3%	/	/	-12%
Cc1nn(-c2ccccc2)c(C)c1/C=C/C(=O)OCC(=O)N(C)C1CCS(=O)(=O)C1 (centres undefined)	18%	-3	-18%	-8%	2%	-13%	-6%	-16%	5%
COc1ccc(OCc2cc(C(=O)N3CCCC(CO)C3)no2)c2ccccc12 (centres undefined)	?	31	-14%	?	2%	-20%	?	-1%	2%
Cc1cccc(NC(=O)c2ccc3c(=O)n(CC4CCCO4)c(=S)[nH]c3c2)c1 (centres undefined)	-10%	-7	-24%	-1%	16%	-1%	9%	9%	12%
COc1ccccc1C(=O)NC(C(=O)NCCc1nc2ccccc2[nH]1)=C(C)C	25%	-3	29%[11.4 µM]	-7%	2%	-5%	-4%	-1%	7%
c1ccc(-c2csc(NC3CCCCC3)n2)cc1	?	-8	-24%	-11%	-1%	-7%	?	2%	32%
COc1ccc(-c2nc(CSCC(=O)N3CCC(C(N)=O)CC3)c(C)o2)cc1OC	6%[57.4 µM]	-5	-11%	-14%	-7%	-27%	6%	-1%	-5%
O=C(Cc1cccs1)Nc1ccc([N+](=O)[O-])cc1	0%	-3	-21%	-13%	5%	-19%	-7%	28%	2%
C=CCOc1ccc(/C=C2\SC(=S)N(NS(=O)(=O)c3ccc(C)cc3)C2=O)cc1	?	-7	-40%	50µM*	11%	-11%	-7%	?	-16%

Just APEX1 inh (two entries from above):
molecule	APEX1 inh
COC(=O)c1c(NC(=O)Cn2cc([N+](=O)[O-])cn2)sc2c1CCC2	-2%
C=CCOc1ccc(/C=C2\SC(=S)N(NS(=O)(=O)c3ccc(C)cc3)C2=O)cc1	-16%

(listing goes on)
SMILES	12-LOX inh	LDHA inh	RGS4 inhibitor	Pol eta inh	ERG Ets-DNA blk	POLK inh	Anesthetic bind	POLB inh	APEX1 inh
CCCC(c1nnnn1CS(=O)(=O)c1ccc(C)cc1)N1CCN(c2ccc(F)cc2)CC1 (centres undefined)	0%	-11	-20%	-10%	-1%	-2%	-1%	6%	14%
Cc1ccccc1/C=C1\C(=O)Nc2ccc(F)cc21	0%	-2	2%[56.9 µM]	-18%	2%	-6%	?	5%	-9%
O=C(Nc1ccc(F)c(F)c1)C1CCCN(S(=O)(=O)c2cnc[nH]2)C1 (centres undefined)	/	-4	-7%	-1%	-17%	-5%	-11%	14%	-5%
COc1cc(C(=O)Oc2ccccc2/C=N/NC(=O)c2ccc(Cl)cc2Cl)cc(OC)c1OC	i	-1	24%	-20%	5%	-12%	-2%	-23%	-9%
COc1ccccc1Cn1c(CNS(=O)(=O)c2ccc(Cl)s2)nc2cccnc21	-24%	-3	-1%	-20%	-1%	-4%[60.1 µM]	4%	26%	/
O=C(/C=C/c1ccnc2ccccc12)c1cccs1	-13%	-9	-40%	?	-1%	-3%	-8%	4%	-4%
COc1ccc(C)cc1NC(=O)CSc1nc(=O)n(Cc2ccco2)c2c1CCC2	-21%	-3	?	?	2%	-4%[60.1 µM]	?	?	/
O=C(NCC1CCS(=O)(=O)C1)Oc1ccccc1 (centres undefined)	0%	2	-28%	-11%	-2%	-15%	-10%	22%	-1%
CCN(CC)CCNC(=O)C1c2ccccc2C(=O)N(C)C1c1cn(C)c2ccccc12 (centres undefined)	26%	-8	-1%	-19%	-9%	-4%	-8%	27%	-2%
CCCc1nnc(NC(=O)CCC(=O)N2CCN(Cc3ccc(Cl)cc3)CC2)s1	?	-3	-24%[56.9 µM]	1%	4%	-1%	-5%	3%	31%
CCOC(=O)N1CCN(C(=O)c2ccc(CNS(=O)(=O)c3ccc(C)cc3)cc2)CC1	0%	-6	-22%	-12%	15%	-1%	-11%	32%	-1%
Cc1cc(C)n(-c2nc3ccccc3c(=O)n2OCC(C)C)n1	9%	-7	0%	-11%	6%	-5%	3%	101%	3%
CCCn1c(SCC(=O)NC2CC2)nnc1-c1ccccn1	0%	-9	1%	-3%	-1%	8%	5%	47%	-14%
CCOc1ccc(N2C(=O)/C(=C/c3ccccc3OCC(=O)OC)N(CC(=O)OC)C2=S)cc1	1%	-3	7%	-17%	4%	3%	?	-19%	2%
CN1C(C(=O)Nc2ccc(F)cc2F)=CC(c2cccs2)=NS1(=O)=O	9%&-9%	2&-5	-9%&8%	-5%&-10%	12%&-15%	2%&-16%	?	1%&2%	26%
O=C(NCCc1ccccc1Cl)C1CCC(=O)N(Cc2cccc(C(F)(F)F)c2)C1 (centres undefined)	15%	-1	10%	-25%	-9%	-11%	-13%	2%	13%
CC1Sc2ccc(S(=O)(=O)N(C)Cc3ccccc3)cc2NC1=O (centres undefined)	7%	-3	33%[11.4 µM]	-16%	13%	-6%	-14%	16%	12%
Cc1ccc(-c2cc(C(=O)O)n[nH]2)s1	-9%	-2	-5%	1%	1%	-7%	1%	5%	3%
O=C(OCn1nnc2ccccc2c1=O)c1ccc2ncsc2c1	11%	0	-7%	-9%	-2%	-3%	?	9%	1%
COc1ccc(S(=O)(=O)N2CCN(C(=O)c3cc4c(s3)CCC4)CC2)cc1	?	-2	?	2.2µM*	0%	28µM*	/	/	2.7µM*
Cc1cc(C)c(S(=O)(=O)NCC(c2ccco2)N2CCN(c3ccccc3)CC2)c(C)c1 (centres undefined)	-18%	6	-9%	-24%	2%	-7%[60.1 µM]	36%[activator]	11%	/
Cc1cccc(C)c1N1CCN(c2cc(Cl)nc(N)n2)CC1	-54%	0	0%	-15%	-10%	-10%	-17%	-2%	32%
CCOc1ccccc1-n1c(SCC(=O)NC2CCCC2)nnc1-c1ccoc1C	0%	2	6%	4%	-1%	-5%	-3%	-7%	2%
Cc1cc(N)c(C)c([N+](=O)[O-])c1C	-14%	0	-18%	-16%	10%	-7%	1%	-1%	2%
COc1ccc(-c2csc(NC(=O)c3cc(C)oc3C)n2)cc1OC	18%	0	-16%	-12%	11%	-18%	-22%	?	-24%
N#CC(C(=O)c1ccc(S(=O)(=O)N2CCCCCC2)cc1)c1nc2ccccc2[nH]1 (centres undefined)	1%	-3	-3%	9%	/	-2%	-23%	18%	7%
CCn1c(SCC(=O)NCCc2ccccc2)nc2sc3c(c2c1=O)CCN(C)C3	115%[activator]	5	-15%	-12%	-8%	-2%	-14%	14%	1%
CS(=O)(=O)N(CCc1ccccc1)CC(=O)NCc1ccccn1	35%[activator]	-4	-9%	2%	-2%	0%	-10%	8%	-2%
CC(=O)c1ccc(N2C(=NC(=O)CCC3CCCC3)SC3CS(=O)(=O)CC32)cc1 (centres undefined)	-11%	0	-9%	-11%	11%	4%	-3%	4%	-3%
O=C(COC(=O)CNC(=O)c1ccccc1)NCCc1ccccc1	8%	-7	-5%	-15%	-10%	-3%	-6%	17%	-5%
O=C1Cc2cc(S(=O)(=O)NCc3ccc(F)cc3)ccc2N1	?	5	-11%	-11%	-7%	-4%	/	/	35%
CCN(CCS(=O)(=O)c1ccc(Br)cc1)Cc1nc2ccccc2c(=O)[nH]1	?	-2	6%	-13%	-1%	1%	/	/	0%
N#Cc1cc2cc3c(cc2nc1N1CCOCC1)OCO3	-3%	0	-35%	-6%	1%	-4%	47%[activator]	14%	12%
Cc1ccc2c(Cl)cc(Cl)c(OCC(=O)Nc3cccc(S(N)(=O)=O)c3)c2n1	-4%	-2	-17%	-15%	-3%	0%	?	-11%	-7%
